AT treatment: qHTS Assay for Identifying a Potential Treatment of Ataxia-Telangiectasia | […] A-T fibroblasts, KAP-1 phosphorylation AlphaLISA; neocarzinostatin DNA damage 30 min before lysis | Potency, µM (series often up to 57.5 µM), for inactives: at the highest dose activation, hits mostly activators | 320,000 compounds, 0.19% hits; note: potency is the fitted concentration of half-maximal effect; % of control where 0% means no effect; nearly all actives have a fitted effect of over 45% in size
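ATM-like activity read as KAP-1 phosphorylation via AlphaLISA donor/acceptor antibody pairs after lysis and 6 hr at 25C. Cells were ATM-null patient fibroblasts ([…], hTERT), dosed 60 min, then exposed to the DSB inducer NCS for 30 min.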
KCNH2 WT inh: qHTS for Inhibitors of KCHN2 3.1: Wildtype qHTS; Voltage-gated inwardly rectifying potassium channel KCNH2 (Homo sapiens), Q12809; U2OS, BacMam KCNH2, thallium flux FluxOr; active compounds read low; activity change, % at 1.84 µM; 340,000 compounds, 0.37% hits;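 active = maximum activity change below -70%; inconclusive = maximum activity change between -70% and -50%; inactive = maximum activity change above -50%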; note: % is set by controls: 0 for no effect and ±100 for the full control effect
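U2OS cells transduced with wild-type KCNH2 virus are loaded with FluxOr dye for 45 min, and thallium flux is measured in kinetic reads before and after stimulation buffer. Rate constants are normalized to DMSO controls.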
TSHR antagonist: Antagonists of the Thyroid Stimulating Hormone Receptor: HTS campaign | activity change, negative = inhibition, % at 11.5 µM | 330,000 compounds, 0.2% hits | Thyrotropin receptor (Homo sapiens), P16473 | TSHR-expressing cells, TSH-stimulated cAMP HTRF, 2 h; active compounds read low | AID 504810, 2011;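 active = activity change below a set negative limit, meaning inhibition stronger than a set level, cut at about -70% in these data; inconclusive = activity change between two set negative limits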; note: % is set by controls: 0 for no effect and ±100 for the full control effect
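TSHR-expressing cells, 200/well, pre-treated with compound, then stimulated with EC80 TSH (4nM final) for 2 hours at 37 deg C. cAMP measured by competitive HTRF: anti-cAMP cryptate antibody in lysis buffer plus cAMP-d2, read after 30 minutes at room temperature.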
Chronic BCR inh: qHTS Assay to Find Inhibitors of Chronic Active B-Cell Receptor Signaling; Potency, µM (series often up to 46.1 µM), for the others: at the top dose ratio change, negative = lower green/red ratio, usual class: inhibitors; ABC-DLBCL IkBa-CBG/CBR reporter, luminescence ratio, 4 h; 340,000 compounds, 0.05% hits; active = well fitted inhibition curve with a large enough effect in the signal ratio, with a control signal flat, not every such curve was filed as active; inconclusive = small, poorly fitted or top-dose-only effect, or effect the other way, or a change in a side signal; the % refers to the signal ratio;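 note: potency is the fitted concentration of half-maximal effect; plate controls were basal doxycycline-induced cells for no effect and cells given 10 µM MG132 for full effect; MG132 reads +100%, hits lower the ratio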
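Compounds up to 46 uM were incubated four hours with TMD8 cells whose green CBG68 luciferase is fused to IkappaBalpha; red CBR luminescence normalised the signal, and concentration-effect curves were fitted to fusion, red and ratio data.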
MLL CXXC-DNA inh: qHTS Fluorescence Polarization Assay for Inhibitors of MLL CXXC domain - DNA interaction; 290,000 compounds, 0.037% hits; Potency, µM (top dose mostly 115 µM), without a hit: top-dose activity change, negative = inhibition, hits mostly inhibitors; Histone-lysine N-methyltransferase 2A (Homo sapiens), Q03164; MLL-CXXC / FITC-HOXA9 DNA fluorescence polarization; active = well fitted inhibition curve with a large enough effect in the polarisation, with a control signal flat, not every such curve was filed as active; inconclusive = small, poorly fitted or top-dose-only effect, or effect the other way, or a change in a side signal; inactive = no such curve, though single readings can be large or run the other way; the % refers to the polarisation; note: potency is the fitted concentration of half-maximal effect
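Fluorescence polarization: 7 uM MLL-CXXC (stock) preincubated 5 min with compounds, then 50 nM fluorescein-HOX-A9 DNA (stock) added; 30 min ambient. Buffer 50 mM Tris-HCl pH 7.5, 50 mM NaCl, 1 mM DTT, 0.05% BSA.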
TCR activator: Activators of T cell receptors: qHTS campaign | Potency, µM (highest dose often 9.22 µM), without a hit: at the top dose activation of IL-2 secretion, most hits filed as activators | 330,000 tested, under 10 active | primary human leukocytes, anti-CD3, IL-2 HTRF, 48 h; note: % of control where 0% means no effect
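Using a-CD3 beads without co-stimulation, primary human leukocytes were exposed to compounds for 48 hr. An HTRF IL-2 kit measured the cytokine, with europium-to-d2 energy transfer producing emission at 665nm upon 320nm excitation.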
Coupling enz: qHTS Assay for Inhibitors of Fructose-1,6-bisphosphate Aldolase from Giardia Lamblia: Coupling assay counterscreen; coupling enzyme system counterscreen, AmpLite Red fluorescence; activity change, negative = inhibition, % at 58.2 µM, hits read low; 290,000 compounds, 0.67% hits; in the data active = activity change below about -30%; note: % is set by controls: 0 for no effect and ±100 for the full control effect
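Compounds tested against the coupling enzymes alone at 57.5 uM final; readout was AmpLite Red fluorescence (525/598 nm) after 20 min at RT.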
Tb PFK inh: qHTS Assay to Find Inhibitors of T. brucei phosphofructokinase; ATP-dependent 6-phosphofructokinase (Trypanosoma brucei brucei), O15648; T. brucei PFK, ADP-Glo luminescence; Potency, µM (doses to about 57.5 µM), for the others: at the top dose activity, negative = inhibition, hits mostly inhibitors; 330,000 compounds, 0.17% hits;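 note: potency is the fitted concentration of half-maximal effect; 0% = uninhibited 1x PFK enzyme wells and -100% = no-enzyme wells; nearly all actives have a fitted effect of over 60% in size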
Target sequence (O15648 whole entry, looked up): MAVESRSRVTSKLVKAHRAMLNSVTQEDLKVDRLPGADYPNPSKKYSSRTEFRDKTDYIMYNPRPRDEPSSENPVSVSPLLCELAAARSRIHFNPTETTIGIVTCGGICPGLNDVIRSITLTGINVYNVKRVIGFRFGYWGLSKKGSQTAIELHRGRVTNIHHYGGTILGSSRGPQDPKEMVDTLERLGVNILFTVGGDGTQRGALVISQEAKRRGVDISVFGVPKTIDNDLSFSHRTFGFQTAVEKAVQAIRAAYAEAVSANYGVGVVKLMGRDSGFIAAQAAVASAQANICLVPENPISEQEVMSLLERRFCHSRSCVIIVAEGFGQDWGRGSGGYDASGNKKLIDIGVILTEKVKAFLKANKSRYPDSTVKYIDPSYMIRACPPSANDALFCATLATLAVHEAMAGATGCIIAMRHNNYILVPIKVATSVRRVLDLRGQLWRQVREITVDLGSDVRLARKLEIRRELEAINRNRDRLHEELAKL
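PFK 1.25 nM, F6P 0.5 mM, ATP 0.1 mM, 0.1 M TEA pH 8.0, 5 mM MgCl2, 0.01% Tween20, 0.1% BSA; 45 min RT. ADP-Glo readout. qHTS titration up to 57 uM; curves fitted, compounds curve-classed.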
Giardia killer: Small Molecules that selectively kill Giardia lamblia: qHTS. 340,000 compounds, 0.15% hits. AID 540267, 2011. Giardia lamblia trophozoite viability. activity change, % at 7.66 µM, hits read low; in the data active = activity change below about -80%; inconclusive = between about -30% and that limit;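 note: parasites exposed to compound for two days anaerobically before the ATP read; % is set by controls: 0 for no effect and ±100 for the full control effect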
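Luminescence from cellular ATP indicates surviving trophozoites (100 cells/well) following 48 hrs anaerobic compound treatment at 37 deg C; signal develops 15-30 min at room temperature.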
GALK inh: qHTS Assay for Inhibitors of Human Galactokinase (GALK). Purified GALK, Kinase-Glo residual ATP luminescence. Potency, µM (doses to about 57.5 µM), without a hit: top-dose activity change, negative = inhibition, actives largely listed as inhibitors. 270,000 compounds, 0.007% hits. AID 1868, 2009; note: potency is the fitted concentration of half-maximal effect; % is set by controls: 0 for no effect and ±100 for the full control effect
Target sequence (P51570 whole entry, looked up): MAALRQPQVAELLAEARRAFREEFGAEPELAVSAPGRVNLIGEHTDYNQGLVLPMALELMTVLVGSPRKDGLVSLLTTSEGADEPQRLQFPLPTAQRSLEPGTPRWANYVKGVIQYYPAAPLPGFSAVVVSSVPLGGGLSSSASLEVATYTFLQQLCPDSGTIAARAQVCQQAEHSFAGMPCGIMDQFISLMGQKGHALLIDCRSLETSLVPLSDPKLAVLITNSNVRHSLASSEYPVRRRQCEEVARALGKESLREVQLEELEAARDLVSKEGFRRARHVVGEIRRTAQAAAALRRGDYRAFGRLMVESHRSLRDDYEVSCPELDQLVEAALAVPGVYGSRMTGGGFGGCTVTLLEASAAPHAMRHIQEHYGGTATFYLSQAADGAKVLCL
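Kinase-Glo Plus luminescence measured ATP left after a 1 h room-temperature reaction. The reaction used 5 nM GALK, 100 uM galactose and 35 uM ATP at pH 8.0 (20 mM HEPES, 5 mM MgCl2, 60 mM NaCl, 1 mM DTT, 0.01% BSA).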
* marks the source's active call; other numbers are inactive results; i = inactive; ? = inconclusive; . = not tested or not shown; & = joins results of further samples; [ ] = another dose, or the depositor's remark. Unless noted, calls come from the whole dose curve; as a rule, active = well fitted curve in the direction sought with a large enough effect; inconclusive = small, poorly fitted or top-dose-only effect, or another doubt; inactive = no such curve, though single readings can be large; an effect the other way counts as inactive or inconclusive.

Start of the data: the first 4 records, ahead of the listing:
SMILES	AT treatment	KCNH2 WT inh	TSHR antagonist	Chronic BCR inh	MLL CXXC-DNA inh	TCR activator	Coupling enz	Tb PFK inh	Giardia killer	GALK inh
Cc1nc2cc(F)ccc2n1C1CCN(Cc2nnnn2CCc2ccccc2)CC1	3%	42	-8	?	-8%	8%	0	-5%	-3	-4%
CCCCCCC(=O)N/N=C/c1c(O)n(CCCC)c(=S)[nH]c1=O	7%	6	-8	17%	-1%	0%	11	-2%	43[activator]	10%
Cc1ccc(-n2c(O)c(C=NCc3cccnc3)c(=O)[nH]c2=O)cc1C	-2%	-11	-5	-1%	12%	-1%	2	3%	-4	2%
C/C(=N\N1CCCCCC1)c1c(O)n(-c2ccc(Cl)cc2)c(=O)[nH]c1=O	14%	-4	-11	-4%	-5%	-1%	-5	0%	-14	.

All compounds of this part (from the top)
SMILES	AT treatment	KCNH2 WT inh	TSHR antagonist	Chronic BCR inh	MLL CXXC-DNA inh	TCR activator	Coupling enz	Tb PFK inh	Giardia killer	GALK inh
Cc1nc2cc(F)ccc2n1C1CCN(Cc2nnnn2CCc2ccccc2)CC1	3%	42	-8	?	-8%	8%	0	-5%	-3	-4%
CCCCCCC(=O)N/N=C/c1c(O)n(CCCC)c(=S)[nH]c1=O	7%	6	-8	17%	-1%	0%	11	-2%	43[activator]	10%
Cc1ccc(-n2c(O)c(C=NCc3cccnc3)c(=O)[nH]c2=O)cc1C	-2%	-11	-5	-1%	12%	-1%	2	3%	-4	2%
C/C(=N\N1CCCCCC1)c1c(O)n(-c2ccc(Cl)cc2)c(=O)[nH]c1=O	14%	-4	-11	-4%	-5%	-1%	-5	0%	-14	.
CN1CCC2(CC1)N=C(c1ccc(F)cc1)C(=S)N2	-2%	4	27	-3%	2%	-15%	0	-6%	-11	1%
O=C1C2CCN(CC2)[C@@H]1Cc1ccc2ccccc2c1O	-2%	3	6	17%	4%	-6%	-43*	7%	5	0%
O=S(=O)(NC1CN2CCC1CC2)c1ccc(Cl)cc1 (configuration not stated)	12%	6	1	-4%	-1%	2%	2	2%	-11	-2%
CC1CCCN(C(=O)c2ccc(N3CC4CC(C3)c3cccc(=O)n3C4)c([N+](=O)[O-])c2)C1 (configuration not stated)	-3%	2	25	1%	3%	8%	1	-1%	4	1%
CC(C)OP(=O)(OC(C)C)C(O)c1ccccc1F (configuration not stated)	1%	-2	18	-2%	-9%	0%[46.1 µM]	0	0%	24	0%
Cc1cccc(-c2noc(-c3c(C)noc3C)n2)c1	12%	-7	-6	?	-4%	1%	0	1%	-29	-2%
Cc1ccc(/C=C2/C(=O)NC(=O)N(CCc3ccc(F)cc3)C2=O)s1	-6%	-1	-12	0%	?	-2%[46.1 µM]	4	-4%	7	0%
CC(=C1C(=O)c2ccccc2C1=O)N1CCN(CCN=Cc2c(O)n(C)c(=O)n(C)c2=O)CC1	.	-14	-6	9%	-7%	4%	5	-17%	31[activator]	-4%
CP(=O)(Nc1ccc(Cl)cc1)c1nc2c(s1)CCCC2 (configuration not stated)	9%	-4	-6	-6%	2%	-1%	1	3%	-19	6%
O=C1NC(=S)NC(=O)C1=Cc1cccn1-c1ccc(O)cc1	-8%	3	-8	?	?	2%	0	?	-3	-9%
CC1(C)OC1COc1c2occc2cc2ccc(=O)oc12 (configuration not stated)	3%	-1	-3	3%	25%	6%	-17&-2	-1%	?	.
O=C(O)c1ccc(-n2c(O)c(/C=C3\C=Nc4ccccc43)c(=O)[nH]c2=O)cc1	8%	-1	5	-10%	?	5%	10	?	15	-4%
COc1cc(/C=N/NC(=O)CN2CC(c3ccccc3)CC2=O)ccc1OC(=O)N(C)C (configuration not stated)	-6%	4	4	7%	2%	.	2	1%	-2	0%
O=C(O)c1cc(Oc2ccc(C(F)(F)F)cc2Cl)ccc1[N+](=O)[O-]	.	-1	.	.	.	22%	18	.	32[activator]	.
O=C(Nc1ccc(F)cc1)OC1CN2CCC1CC2 (configuration not stated)	5%	27	7	7%	1%	-7%	1	-6%	8	2%
ClC(Cl)(Cl)c1ccccc1	10%	0	29	-1%	.	7%	.	4%	?	.
O=C1NC(=O)N(Cc2ccccc2Cl)C(=O)/C1=C/c1cccs1	0%	9	4	5%	?	-2%	2	0%	0	0%
O=C(c1ccc2c(c1)OCO2)C1CCCN(CC2CCCCC2)C1 (configuration not stated)	0%	40	2	-9%	9%	.	-1	-8%	13	2%
CC(C)(C)C(=O)OCC12CCC(O1)C1(C)C(=O)OCC21 (configuration not stated)	7%	-1	8	5%	10%	-12%[46.1 µM]	-3	0%	-8	0%
CN1C(=O)/C(=C/c2cccn2-c2ccc3ccccc3c2)C(=O)NC1=S	?	-18	5	?	-18%	-1%	-10	-10%	-3	-1%
CN(C)C(=O)CSc1nnc([C@@H](N)Cc2ccccc2)o1	-14%	5	9	1%	12%	-3%	0	9%	6	-1%
O=Cc1cn(Cc2ccccc2[N+](=O)[O-])c2ccccc12	-2%	-4	-2	-9%	0%	1%[46.1 µM]	4	-2%	-15	3%
O=C(N/N=C/c1c(O)n(C2CCCCC2)c(=S)[nH]c1=O)c1ccccc1O	-17%	-4	-6	?	49%[activator]	1%	1	-13%	?	-25%
Cc1cc([N+](=O)[O-])c2ccccc2[n+]1[O-]	42%	-3	-19	?	-16%	2%	-12	-2%	-88*	1%
CC(C)(C)NS(=O)(=O)c1ccc(OCC(=O)N2CCN(Cc3ccccc3)CC2)cc1	0%	-7	-9	16%	-4%	7%	2	7%	18	0%
O=P(O)(O)Cc1c(Cl)cccc1Cl	0%	i	18	3%	14%	-2%[46.1 µM]	0	13%	-7	.
CN(C)c1ccc(/C=C/C=C2/C(=O)NC(=O)N(c3ccccc3)C2=O)cc1	-3%	-16	-11	16%	21%	1%	-8	?	4	17%
CCCCCCn1c(=O)c(C(=O)Nc2nnc(C)s2)c(O)c2ccccc21	-1%	.	-13	7%	33%[activator]	.	2	0%	.	1%
Cn1c(O)c(/C=N/c2ncccn2)c(=O)n(C)c1=O	1%	6	-4	?	10%	-5%	1	7%	12	0%
NP(=O)(OCCCCc1ccccc1)Oc1ccccc1Cl (configuration not stated)	8%	-8	64	0%	-5%	-10%	7	2%	10	.
Cc1c(N)c(C)c([N+](=O)[O-])c(C)c1[N+](=O)[O-]	-4%[11.5 µM]	.	-5	-3%	-1%	-8%	2	3%	15	0%
COc1ccc(OC)c(-n2c(O)c(C=Nc3c(C)n(C)n(-c4ccccc4)c3=O)c(=O)[nH]c2=O)c1	-4%	4	-4	1%	-3%	0%	-1	-6%	2	.
CCOC(=O)C(O)(c1ccc(NC(=S)NC(=O)c2ccc(Cl)cc2Cl)c(C)c1)C(F)(F)F (configuration not stated)	-1%	-28	-15	?	11%	0%[46.1 µM]	-7	-2%	6	2%
C=CCn1c(O)c(C=NCCN2CCOCC2)c(=O)[nH]c1=S	-3%	-5	-7	0%	2%	-5%	0	1%	16	-1%
CCOc1ccccc1N1C(=O)NC(=O)C(CCc2ccncc2)(CCc2ccncc2)C1=O	-1%	-3	-9	0%	1%	2%[46.1 µM]	1	2%	11	-1%
COc1ccc(C2=Nn3c(nnc3-c3ccccn3)SC2)cc1	26%	12	11	?	-8%	-1%	6	0%	-15	2%
CN1CCN2c3ccccc3CC3(C(=O)N(C)C(=O)N(C)C3=O)C2C1 (configuration not stated)	5%	0	3	17%	-13%	8%	2	-6%	-13	-1%

2 compounds drawn at random from those above:
SMILES	AT treatment	KCNH2 WT inh	TSHR antagonist	Chronic BCR inh	MLL CXXC-DNA inh	TCR activator	Coupling enz	Tb PFK inh	Giardia killer	GALK inh
C=CCn1c(O)c(C=NCCN2CCOCC2)c(=O)[nH]c1=S	-3%	-5	-7	0%	2%	-5%	0	1%	16	-1%
O=S(=O)(NC1CN2CCC1CC2)c1ccc(Cl)cc1 (configuration not stated)	12%	6	1	-4%	-1%	2%	2	2%	-11	-2%

Screening data: PubChem, National Center for Advancing Translational Sciences (NCATS)

A portion of the library; count on the stated rates, not on these rows.
